Compound activity (PubChem BioAssay)
CatL inh: inhibitors of human cathepsin L, biochemical; purified cathepsin L, fluorogenic substrate, fluorescence; 0.17% of 58,000 active; Procathepsin L (Homo sapiens), P07711; inhibition, %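 (tested at 10 µM)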; in the data active = inhibition above about 45%;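 also: 0% = enzyme with no compound and 100% = no enzyme blank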
CatS inh: inhibitors of human cathepsin S, biochemical, compound mixtures. recombinant cathepsin S, AMC dipeptide fluorescence, pooled mixtures. inhibition, %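 (tested at 5 µM per compound within 10-compound mixtures)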. 0.06% of 62,000 active. AID 501, 2006; in the data active = inhibition above about 32%, passing the limit was not always enough;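 also: 0% = enzyme without compound and 100% = blank without enzyme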
CatG inh: human cathepsin G inhibitors, primary screen, biochemical, pooled compound mixtures, AMC fluorescence; 0.2% of 62,000 active; purified enzyme, AMC-tetrapeptide fluorescence; inhibition, % at 5 µM (by protocol); P08311; AID 581, 2007;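 active = inhibition above 20% in each of the two mixture wells holding the compound; inactive = inhibition of 20% or less in either well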;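 also: 0% = enzyme control without mixture and 100% = blank lacking enzyme; strong numbers were not always called active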
FXIIa mix inh: human factor XIIa inhibitors, primary screen, biochemical, pooled compound mixtures, fluorogenic substrate. purified FXIIa. inhibition, % at 5 µM. 0.2% of 62,000 active;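 also: 0% = enzyme without compound and 100% = no enzyme blank; some results filed as inactive read as strong as hits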
Target sequence (P00748 20-372 limits assumed): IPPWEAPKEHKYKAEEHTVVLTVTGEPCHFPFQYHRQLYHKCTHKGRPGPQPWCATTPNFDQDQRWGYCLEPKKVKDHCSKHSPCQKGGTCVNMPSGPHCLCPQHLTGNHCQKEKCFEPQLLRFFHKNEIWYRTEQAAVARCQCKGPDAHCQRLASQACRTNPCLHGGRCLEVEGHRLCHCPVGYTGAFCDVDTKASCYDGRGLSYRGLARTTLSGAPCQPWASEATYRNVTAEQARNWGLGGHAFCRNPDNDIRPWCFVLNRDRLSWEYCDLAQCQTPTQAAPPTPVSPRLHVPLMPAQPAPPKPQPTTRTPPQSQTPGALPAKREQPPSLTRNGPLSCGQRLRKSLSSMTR
Target sequence (P00748 373-615 limits assumed): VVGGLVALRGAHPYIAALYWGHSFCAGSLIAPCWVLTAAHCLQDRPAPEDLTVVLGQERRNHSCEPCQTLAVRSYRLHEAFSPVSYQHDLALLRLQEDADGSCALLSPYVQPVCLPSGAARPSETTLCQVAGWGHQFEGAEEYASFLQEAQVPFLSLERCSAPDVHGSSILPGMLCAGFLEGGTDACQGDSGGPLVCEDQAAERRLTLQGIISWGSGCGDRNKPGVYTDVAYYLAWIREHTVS
JNK3 blocker: JNK3 kinase activity inhibitors, primary screen, biochemical, human, purified enzyme. Mitogen-activated protein kinase 10 (Homo sapiens), P53779. HTS. inhibition, % at 8 µM. 0.61% of 60,000 active. AID 746, 2007; in the data active = inhibition above about 17%;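 also: 0% = DMSO and 100% = reference inhibitor; many of its hits are not listed in these tables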
Target sequence (P53779 whole entry, looked up): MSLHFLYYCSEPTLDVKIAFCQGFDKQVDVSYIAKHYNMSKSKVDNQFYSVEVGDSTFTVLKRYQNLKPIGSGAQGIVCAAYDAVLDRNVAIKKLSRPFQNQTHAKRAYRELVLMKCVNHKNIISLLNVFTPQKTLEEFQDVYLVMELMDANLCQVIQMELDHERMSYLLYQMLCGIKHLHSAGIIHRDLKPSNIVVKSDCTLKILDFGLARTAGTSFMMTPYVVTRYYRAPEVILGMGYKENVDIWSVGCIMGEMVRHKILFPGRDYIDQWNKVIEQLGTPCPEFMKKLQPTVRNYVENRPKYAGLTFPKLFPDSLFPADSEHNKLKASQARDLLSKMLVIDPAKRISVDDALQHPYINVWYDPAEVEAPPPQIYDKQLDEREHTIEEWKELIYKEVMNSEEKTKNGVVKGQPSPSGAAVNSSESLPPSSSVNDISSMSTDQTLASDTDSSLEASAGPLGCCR
ROCK2 inh: inhibitors of human ROCK2 kinase, primary screen, biochemical, high-throughput, luminescence; Rho-associated protein kinase 2 (Homo sapiens), O75116; purified ROCK2, Kinase-Glo ATP depletion luminescence; inhibition, % at 6 µM; 0.35% of 60,000 active;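 active = inhibition above the screen-wide mean inhibition plus 3 SD, cut at about 18% in these data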;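 also: plate controls were DMSO wells for no effect and Y-27632 control wells after no-enzyme background subtraction for full effect; many of its hits are not listed in these tables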
PKA kinase inh: inhibitors of human PKA kinase activity, primary screen, biochemical, ATP-depletion luminescence, Kemptide substrate; cAMP-dependent protein kinase catalytic subunit alpha (Homo sapiens), P17612; inhibition, % at 6 µM; 0.1% of 65,000 active; AID 524, 2006; PKA Kemptide phosphorylation, Kinase-Glo ATP luminescence;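 active = inhibition above the screen-wide mean inhibition plus 3 SD, cut at about 21% in these data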; also: many of its hits are not listed in these tables
C1s inh: complement C1s protease inhibitors, primary screen, biochemical, 10-compound mixtures. Complement C1s subcomponent (Homo sapiens), P09871. purified C1s, fluorogenic AMC substrate, pooled mixtures. mean inhibition % of two 10-compound mixtures (hits give high values), % at 5 µM (by protocol). 0.16% of 62,000 active. AID 538, 2006;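 active = inhibition above 20% in each of the two 10-compound mixture wells holding the compound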;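 also: 0% = enzyme wells lacking compound mixture and 100% = no-enzyme blank wells; some compounds called inactive have numbers as strong as hits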
FXIa mix inh: FXIa protease inhibitors in compound pools, primary screen, biochemical, 10-compound mixtures; purified FXIa, fluorogenic substrate, pooled mixtures; AID 680, 2007; Coagulation factor XI (Homo sapiens), P03951; 0.19% of 62,000 active; inhibition, % at 5 µM;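 also: each value is inhibition by a whole ten-compound pool holding the compound; 0% = enzyme with no mixture and 100% = wells lacking enzyme; strong numbers were not always called active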
The depositor's hits bear a star; . = no result given. Rule as the data show it, unless noted: active = inhibition above about 20% (passing the limit was not always enough); inactive = the rest.

CatL inh | CatS inh | CatG inh | FXIIa mix inh | JNK3 blocker | ROCK2 inh | PKA kinase inh | C1s inh | FXIa mix inh | SMILES
24 | 21 | -10 | 7 | -4 | -1 | 3 | -11 | 3 | COc1ccc(C2CC(c3cccc(C)c3)n3ncnc3N2)cc1 (centres undefined)
-8 | . | . | . | -5 | 4 | -2 | . | . | Cc1cc(C)n(C(=O)CN2C(=O)CCC2=O)n1
-2 | -6 | 10 | 6 | . | . | 8 | -4 | -3 | O=C(CN1CCN(Cc2ccccc2Cl)C1=O)NC1CCCCCC1
-2 | -6 | -1 | 0 | 2 | 4 | 7 | 0 | 6 | CN1/C(=C\C(=O)COc2ccc3c(c2)OCO3)C(C)(C)c2ccccc21
-4 | 0 | 7 | -16 | 1 | -4 | 0 | -2 | 1 | COc1cccc(C2C(C(=O)c3cc4cccc(OC)c4o3)=C(O)C(=O)N2c2cc(C)on2)c1OC (centres undefined)
2 | -1 | 5 | -19 | 0 | -4 | -6 | 3 | 12 | COc1cc(/C=C/C(=O)CC(=O)/C=C/c2ccc(O)c(OC)c2)ccc1O
-6 | -11 | -3 | 3 | 3 | 2 | 1 | -30 | -8 | Cc1c(Cl)cccc1NC(=O)c1cc(C2CC2)on1
. | 1 | 11 | 11 | -8 | 4 | 4 | 14 | 2 | Cc1ccc(O)c(Sc2cc(C)ccc2O)c1
-5 | -3 | 10 | 9 | 6 | 1 | 7 | 7 | -1 | CC(=O)Nc1ccc(C(=O)CSc2nnc(C)o2)cc1
-13 | 10 | -8 | 2 | 4 | -4 | 6 | -4 | -1 | Cc1cc(=O)oc2cc(OCC(O)CN3CCN(c4ccccc4)CC3)ccc12 (centres undefined)
5 | -1 | 6 | 11 | 4 | 10 | 10 | 15 | 7 | CCOC(=O)C1=C(C)NC(=O)NC1c1ccc(OC)c(Cl)c1 (centres undefined)
1 | -4 | 3 | -21 | -3 | -5 | -3 | -1 | 6 | CCOC(=O)C1CCN(c2c(NCCCN(CC)Cc3ccccc3)c(=O)c2=O)CC1
5 | -11 | 9 | -12 | 10 | 4 | 3 | 3 | 1 | Cn1c(Cl)nc2ccccc21
18 | 10 | 1 | 3 | -5 | 0 | 6 | 12 | 6 | COc1ccc(-c2nnc(NC(=O)c3ccc(S(=O)(=O)N4COCC4(C)C)cc3)o2)cc1
. | -12 | 3 | -30 | 1 | 6 | 11 | -21 | 5 | COC(=O)c1cc2c(=O)n3ccccc3nc2n(Cc2cccnc2)c1=N
2 | 0 | 12 | -1 | -13 | -1 | 0 | 1 | 5 | O=CN1Cc2[nH]c3ccccc3c2N(c2ccc(Cl)cc2)C1=O
8 | -6 | 8 | -4 | 7 | 5 | 12 | 12 | 6 | COc1ccc(-c2nnc(SC)n2C)cc1
10 | 3 | 11 | -15 | -2 | 6 | -1 | 15 | 5 | N#Cc1c(N)sc2c1CCCCCC2
17 | 8 | 2 | 3 | 4 | 6 | 11 | 4 | 5 | COC(=O)c1cc(OC)c(OC)cc1NC(=O)C1CCCO1 (centres undefined)
30 | 10 | 12 | 0 | 8 | 4 | 5 | 16 | 0 | O=c1c2c3c(sc2ncn1/N=C/c1ccco1)CCCC3
10 | 2 | 10 | -17 | -7 | 5 | 5 | -1 | -3 | COc1ccc(OC)c2[nH]c(=O)c(CCNC(=O)COc3ccccc3)cc12
-12 | -2 | -1 | 8 | 3 | -1 | 0 | 0 | 7 | CCCSc1nc2c(cnn2-c2ccc(C)c(C)c2)c(=O)[nH]1
6 | 4 | -2 | 2 | 6 | 2 | 5 | -8 | -4 | CCn1nc(NC(=O)c2cccnc2)c2cc3cccc(C)c3nc21
5 | 5 | 7 | -2 | . | . | -2 | 1 | 0 | COC(=O)c1c(NC(=O)CSc2nnnn2-c2ccccc2)sc2c1CCC(C)C2 (centres undefined)
26 | 12 | 13 | 16 | -10 | -3 | -2 | 5 | -3 | CCOc1ccc(C)cc1S(=O)(=O)NC1CCCCC1
-1 | -2 | 8 | -20 | -10 | -1 | 4 | 1 | 4 | O=C1c2ccccc2C(Nc2ccc(S(=O)(=O)N3CCOCC3)cc2)N1c1cccnc1 (centres undefined)
1 | 5 | 9 | 1 | 4 | 3 | 4 | -7 | 2 | COc1ccc(C2(O)CCN(CCCCOc3ccccc3)CC2)cc1
-15 | -6 | 0 | -15 | 3 | 6 | 15 | -31 | 0 | O=C1c2ccccc2NC(c2ccccn2)N1c1ccc(Cl)cc1 (centres undefined)
14 | -12 | -6 | 13 | 0 | -4 | -7 | -4 | 10 | Cc1ccc2nc(Nc3nc(C)cc(C(F)(F)F)n3)nc(C)c2c1
-1 | 6 | 1 | 8 | 1 | 3 | 7 | -23 | 1 | Cc1ccc(Cl)cc1NC(=O)CSc1nnc(C)n1-c1ccccc1
-3 | -1 | 10 | 10 | -4 | 5 | 3 | 18 | 5 | O=C(c1cc2ccccc2oc1=O)N1CCN(c2ccccn2)CC1
. | -1 | 11 | 7 | 2 | 6 | 7 | 14 | 5 | CCN(CC)C(=O)C1CCC(C)(C(=O)O)C1(C)C (centres undefined)
5 | -38 | 9 | -15 | -2 | -10 | -3 | -7 | -4 | Cc1ccc(C(=O)Nc2nc3c(s2)CCCC3)o1
12 | -2 | 7 | 2 | -1 | -3 | 0 | -21 | 5 | Cc1cccc(OCc2nnc(SCn3nnc4ccccc4c3=O)o2)c1
0 | -2 | -6 | 3 | -6 | -1 | 7 | -6 | -1 | COCCN(CC(=O)NCc1ccc(F)cc1)C(=O)CCC(=O)Nc1nccs1
20 | -3 | 12 | 3 | -4 | -9 | 2 | 7 | 5 | COc1cccc(N2C(=O)C(O)=C(C(C)=O)C2c2ccc(OC)c(OC)c2)c1 (centres undefined)
14 | 9 | 15 | 7 | -2 | 7 | 4 | 15 | 8 | Cc1cc(NS(=O)(=O)c2ccccc2)no1
3 | 4 | -1 | 7 | 0 | -1 | -5 | -8 | 3 | Cc1ccc(C(N)=S)c(C)c1
. | 2 | -1 | -16 | -8 | -3 | -9 | 3 | 15 | Cc1ccc(-c2nc(CS(=O)CC(=O)NCc3ccc(Cl)cc3)c(C)o2)cc1 (centres undefined)
. | 2 | -1 | -4 | 5 | -3 | -9 | -2 | 10 | Cc1ccc(CN2CCNC(=O)C2CC(=O)O)cc1 (centres undefined)
5 | 8 | 7 | 7 | 0 | 8 | 7 | 8 | 1 | CCCCC(=O)NCCc1cc2ccc(OC)cc2[nH]c1=O
-11 | -16 | 8 | 9 | -5 | 7 | 10 | -3 | 6 | O=S(=O)(NC1CCCCC1)c1ccc(S(=O)(=O)N2CCN3CCCC3C2)cc1 (centres undefined)
2 | 0 | 1 | 5 | -1 | 2 | 2 | 2 | -5 | COc1ccc(OCC(O)CNc2ccc(Br)cc2)cc1 (centres undefined)
-3 | -6 | -31 | 9 | 2 | 0 | 2 | 10 | 7 | COc1ccc(N2CCN(C(=O)COc3ccc4ccccc4c3)CC2)cc1
2 | -6 | 12 | 7 | 0 | 6 | 8 | 10 | 2 | Cc1cc(C(=O)COC(=O)Cn2c(C(F)(F)F)nc3ccccc32)c(C)n1Cc1ccco1
13 | 7 | 11 | -16 | -1 | 6 | 13 | 9 | 9 | O=C(C1CCN(S(=O)(=O)c2ccc3c(c2)OCCO3)CC1)N1CCc2ccccc21
-4 | -7 | -5 | -26 | -6 | 4 | 0 | 2 | 5 | CC(=O)N(C(C)=O)c1c(N2CCOCC2)c2ccccc2oc1=O
8 | 6 | 3 | 5 | 4 | -2 | 5 | 0 | 1 | Cc1ccc(C)c(-n2c(Cc3cc(=O)[nH]c(=O)[nH]3)nnc2SC(C)C)c1
6 | 10 | 2 | 4 | -2 | 4 | 6 | 2 | -3 | Cc1cc(OC(=O)N2CCCCC2)cc(C)c1Cl
22 | 3 | 13 | 4 | 1 | 4 | 12 | -3 | 1 | COc1ccccc1Nc1nc(C)cs1
2 | -7 | 8 | 4 | -2 | 8 | 7 | 12 | 9 | CCN(CCCNC(=O)COc1cc(=O)n(C)c2ccccc12)c1ccccc1
8 | -5 | 6 | 4 | 1 | 1 | 4 | -7 | -3 | O=C(NC1CCS(=O)(=O)C1)c1cccc(S(=O)(=O)N2CCCCC2)c1 (centres undefined)
. | 0 | 2 | 8 | 5 | 2 | 5 | 7 | 17 | Nc1ccc(S(=O)(=O)N2CCCC2)cc1
4 | -1 | -6 | 3 | 1 | 6 | 14 | -14 | -2 | CCCOC(=O)Cc1n[nH]c(=O)[nH]c1=O
1 | -5 | 9 | 7 | 4 | 6 | 6 | 15 | 3 | COC(=O)c1ccc(CSc2nnc(Nc3ccccc3OC)s2)o1
16 | 8 | -4 | 1 | 2 | -6 | -1 | -6 | 4 | O=C1c2ccccc2C(=O)N1CCCc1nc2ccccc2c(=O)n1CCCn1ccnc1
20 | -1 | 29 | 4 | -2 | 3 | 7 | 13 | 4 | COc1ccc(-n2c(Cc3cc(=O)[nH]c(=O)[nH]3)nnc2SCC(=O)N2CCC(C)CC2)cc1
8 | 15 | 10 | 4 | -7 | 1 | 0 | 7 | 2 | Cc1ccc(/C=c2/sc3nnc(-c4ccccc4Cl)n3c2=O)o1
4 | 10 | -2 | 3 | -2 | 5 | 11 | -17 | -2 | CCCCN1C2=NCCCN2c2cc(C)c(C)cc21
-2 | 9 | 1 | 3 | -3 | 6 | 9 | -6 | 2 | Cn1nc(CC(=O)N2CCN(c3ccccc3)CC2)c2ccccc2c1=O

One compound at a time (already shown). Order of screens: CatL inh	CatS inh	CatG inh	FXIIa mix inh	JNK3 blocker	ROCK2 inh	PKA kinase inh	C1s inh	FXIa mix inh
`Cn1nc(CC(=O)N2CCN(c3ccccc3)CC2)c2ccccc2c1=O` in the list: -2	9	1	3	-3	6	9	-6	2
`CCN(CCCNC(=O)COc1cc(=O)n(C)c2ccccc12)c1ccccc1` in the list: 2	-7	8	4	-2	8	7	12	9
`COC(=O)c1ccc(CSc2nnc(Nc3ccccc3OC)s2)o1` in the list: 1	-5	9	7	4	6	6	15	3

Other records follow:
CatL inh | CatS inh | CatG inh | FXIIa mix inh | JNK3 blocker | ROCK2 inh | PKA kinase inh | C1s inh | FXIa mix inh | SMILES
7 | 1 | 8 | -1 | . | . | . | 17 | 4 | O=c1oc2c3c4c(cc2s1)CCCN4CCC3
8 | -3 | -12 | -19 | -1 | -1 | -3 | 13 | 5 | O=C(NC1CCCCCCC1)C1CCN(c2nc3ccccc3o2)CC1
2 | -7 | -3 | 4 | -3 | 5 | 7 | -1 | 9 | COc1ccc(NC(=O)CSc2nnc(-c3ccccc3C)n2N)cc1OC
1 | -1 | 10 | 11 | 2 | 2 | 8 | 9 | 5 | COC(=O)[C@H](CCSC)NC(=O)Nc1ccc(C(C)C)cc1
1 | -1 | 0 | 2 | 1 | 2 | 5 | 5 | 0 | O=C(NCCC1=CCCCC1)C1CCN(S(=O)(=O)N2CCOCC2)CC1
. | -5 | -1 | 5 | -1 | -4 | -8 | -2 | 4 | O=C(Nc1ccc2c(c1)OCCO2)NC1(C(F)(F)F)Oc2ccccc2O1
. | 6 | 3 | -15 | -4 | 1 | -2 | -1 | 6 | CCOc1ccc(Nc2cc(C)nc3nc(C)nn23)cc1
8 | -2 | -19 | 14 | -8 | -8 | -5 | -21 | -7 | Cc1cccc(-n2c(N)cc(=O)nc2SCC(=O)NC2CCCCC2)c1
